L3MBTL1 block: L3MBTL1 (human) inhibition; AID 485360; AlphaScreen L3MBTL1–H3K9me1 peptide binding; 0.66% of 230,000 active; Q9Y468; Potency, µM (series often up to 57.1 µM), for inactives: top-dose activity, negative = inhibition, hits mostly inhibitors; further: nearly all actives have a fitted effect of over 60% in size
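L3MBTL1 50 nM + b-AHA-H3(1-15)K9me1 75 nM, 30 min RT; compound added, 30 min RT; streptavidin donor/Ni-chelate acceptor beads 10 ug/mL each final, 30 min RT dark; AlphaScreen read.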
GAA inhib: inhibitors of human lysosomal alpha-glucosidase | P10253 | purified human GAA, 4-MU-alpha-glucoside fluorescence | Potency, µM (top dose mostly 76.9 µM), for inactives: top-dose activity change, negative = inhibition, actives largely listed as inhibitors | 0.005% of 200,000 active | AID 1466;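 further: plate controls were uninhibited enzyme wells for no effect and no-enzyme background for full effect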
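AC50 values come from Hill fits of compound titrations (up to 77 uM) against 4 nM human enzyme. Substrate 4-methylumbelliferyl-alpha-D-pyranoside at 400 uM, pH 5.0 citrate buffer, 20 min room temperature; fluorescence Ex 365/Em 440 after alkaline stop.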
TRb SRC2 PPI: TRbeta-SRC2 interaction inhibition. TRbeta-SRC2 peptide binding, fluorescence polarization; receptor liganded with 1 µM T3. Potency, µM (titrated, usually from 106 µM), inactives show at the top dose activity change, negative = inhibition, hits mostly inhibitors. 0.065% of 280,000 active;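 further: plate controls were bound peptide for no effect and peptide without receptor for full effect; nearly all actives have a fitted effect of over 50% in size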
Target sequence (P10828 whole entry, looked up): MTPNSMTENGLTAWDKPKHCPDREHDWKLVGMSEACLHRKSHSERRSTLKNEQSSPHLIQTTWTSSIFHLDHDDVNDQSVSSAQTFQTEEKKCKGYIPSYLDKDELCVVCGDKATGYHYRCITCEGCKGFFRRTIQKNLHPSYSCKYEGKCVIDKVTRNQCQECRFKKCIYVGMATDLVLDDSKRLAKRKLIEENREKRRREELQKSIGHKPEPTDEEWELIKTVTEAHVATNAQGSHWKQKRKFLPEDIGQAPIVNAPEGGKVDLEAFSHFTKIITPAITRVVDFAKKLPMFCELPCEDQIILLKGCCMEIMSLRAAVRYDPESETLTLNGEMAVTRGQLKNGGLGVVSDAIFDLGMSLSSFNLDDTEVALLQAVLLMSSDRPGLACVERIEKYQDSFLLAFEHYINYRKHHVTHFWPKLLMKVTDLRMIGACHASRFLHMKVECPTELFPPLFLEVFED
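Polarization signal, normalized between peptide-alone and full complex controls, measured compound effects on T3-liganded human TRb LBD (0.6 uM) binding 20 nM Texas Red SRC2 peptide after 5 hr.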
GAA glycogen: alters human alpha-glucosidase cleavage of glycogen | recombinant GAA, glycogen substrate, Amplex Red glucose oxidase fluorescence | P10253 | 0.38% of 300,000 active | Potency, µM (titrated, usually from 76.4 µM), inactives show top-dose activity change, negative = inhibition, most hits filed as inhibitors | AID 2100;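 further: 0% = full enzyme reaction and -100% = no-enzyme basal signal; the screen sought inhibitors and activators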
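Natural-substrate format: glycogen cleavage by 4 nM human enzyme, glucose read by Amplex Red coupling (Ex 573, Em 610 nm). Normalized to enzyme and no-enzyme controls.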
TR SRC2 fluor cs: alters Texas Red total fluorescence, flagging assay interference; Potency, µM (top dose mostly 106 µM), without a hit: top-dose fluorescence change, negative = quenching; TRb/SRC2 Texas Red total fluorescence interference; 0.29% of 280,000 active; AID 1479; active means well fitted curve in either direction with a large enough effect; inconclusive means small, poorly fitted or top-dose-only effect
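Flags fluorescent or light-absorbing compounds by total fluorescence, S + 2P, at 555 nm excitation and 632 nm emission. Mixture: 20 nM Texas Red SRC2 peptide, 0.6 uM human TRb LBD, 1 uM T3, 5% DMSO; compound exposure 5 h at ambient temperature.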
RGS12 GoLoco inh: inhibitors of human Gai1-RGS12 GoLoco interaction (red fluorophore). Gai1:RGS12 GoLoco peptide FP, rhodamine, 10 min. P63096. Potency, µM (series often up to 61.6 µM), for inactives: top-dose activity, negative = inhibition, actives largely listed as inhibitors. 0.44% of 230,000 active; active means well fitted inhibition curve with a large enough effect, not every such curve was filed as active; inactive means no such curve, though single readings can be large or run the other way; further: nearly all actives have a fitted effect of over 30% in size; many of its hits are not listed in these tables
aGlu spleen mod: lysosomal alpha-glucosidase (human) modulation. Potency, µM (doses to about 79.9 µM), inactives show top-dose activity change, negative = inhibition, usual class: inhibitors. P10253. human spleen homogenate, 4-MU-alpha-glucoside fluorescence. 0.006% of 240,000 active. AID 2112;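 further: 0% = enzyme with vehicle and -100% = no enzyme basal signal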
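Human spleen homogenate (1 ug) with 4-methylumbelliferyl-alpha-D-glucopyranoside (1 mM final) in 50 mM citrate/phosphate pH 5.0, 0.01% Tween-20; 40 min at 37 C. Stopped at pH 10; 4-MU fluorescence Ex 365/Em 440 nm; AC50 by Hill fit.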
RECQ1 inh: inhibitors of human RECQ1 DNA helicase. P46063. RECQ1 DNA unwinding, red fluorescence kinetic read. Potency, µM (titrated, usually from 57.3 µM), without a hit: at the highest dose activity, negative = inhibition, hits mostly inhibitors. 0.54% of 240,000 active;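 further: plate controls were vehicle for no effect and no enzyme for full effect; nearly all actives have a fitted effect of over 30% in size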
Target sequence (P46063 whole entry, looked up): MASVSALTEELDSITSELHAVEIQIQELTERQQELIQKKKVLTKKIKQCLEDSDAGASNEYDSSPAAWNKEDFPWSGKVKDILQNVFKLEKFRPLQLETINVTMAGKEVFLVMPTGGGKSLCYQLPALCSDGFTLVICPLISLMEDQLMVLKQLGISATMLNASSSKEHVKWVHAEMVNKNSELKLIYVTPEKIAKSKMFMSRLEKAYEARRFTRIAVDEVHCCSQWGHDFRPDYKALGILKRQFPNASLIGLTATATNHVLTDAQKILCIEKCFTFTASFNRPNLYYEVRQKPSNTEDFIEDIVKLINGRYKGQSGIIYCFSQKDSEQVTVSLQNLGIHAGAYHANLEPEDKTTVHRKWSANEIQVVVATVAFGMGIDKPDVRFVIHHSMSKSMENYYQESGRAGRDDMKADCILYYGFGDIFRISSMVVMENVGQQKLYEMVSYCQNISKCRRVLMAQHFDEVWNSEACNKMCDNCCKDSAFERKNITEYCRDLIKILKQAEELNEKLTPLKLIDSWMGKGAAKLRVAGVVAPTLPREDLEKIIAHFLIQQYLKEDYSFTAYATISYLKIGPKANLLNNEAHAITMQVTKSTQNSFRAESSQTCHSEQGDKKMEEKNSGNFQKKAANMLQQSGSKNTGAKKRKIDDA
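RECQ1T1 50 nM; forked duplex (20 bp + 30-nt ss tails) 200 nM, ATP 2 mM final; pH 8.0, 2 mM MgCl2, 2.5 ug/ml poly(dI-dC); 15 min compound preincubation; discontinuous kinetic read over 2 h at RT.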
The depositor's hits bear a star; i = inactive; ? = inconclusive; nt = no result given; [ ] = remark or other dose. Unless noted, the call rests on the fitted dose curve; in most records, active means well fitted curve in the direction sought with a large enough effect; inconclusive means small, poorly fitted or top-dose-only effect, or another doubt; inactive means no such curve, though single readings can be large; an effect the other way counts as inactive or inconclusive. Unless noted, on the % scale 0 is the no-effect control and ±100 the full control effect; potency means the concentration at half of the fitted maximal effect. A portion of the library. The share of hits here may be higher or lower than overall.

Order of values – TR SRC2 fluor cs, aGlu spleen mod, L3MBTL1 block, GAA glycogen, TRb SRC2 PPI, RGS12 GoLoco inh, RECQ1 inh, GAA inhib
CCOc1ccccc1N(CC(=O)NC(C)(C)C)C(=O)Cn1nnc(-c2ccc(C)o2)n1
  -0.5%, -15.1%, nt, 2.1%, -18.6%, -1.4%, -1.0%, -9.0%
O=c1c2[nH]c3ccc(Br)cc3c2ncn1Cc1ccncc1
  -8.1%, 5.3%, 46.6%[activator], 12.7%, -5.1%, 1.2%, -7.1%, nt
CCOC(=O)c1cc(CC)sc1NC(=O)c1cccc(N2C(=O)CCC2=O)c1
  0.9%, -0.8%, 8.7%, -9.2%, -1.2%, 13.6%, -12.1%, -12.8%
COc1ccc(/C=N/Nc2nc(-c3cccnc3)nc3ccccc23)c(OC)c1
  -1.3%, 1.0%, 1.5%, ?, 3.9%, 9.5%, -7.4%, 0.6%[15.4 µM]
C=CCOc1ccc(Br)cc1CNCC
  -2.4%, 3.3%, -1.5%, 0.2%, -5.3%, 5.8%, i, -23.0%
Cc1cccc(CNc2ccnc(-c3ccccc3CN(C)C)n2)c1
  -1.3%, -6.0%, nt, nt, -5.1%, 1.7%, -6.0%, nt
COc1cc(NC(=O)NS(=O)(=O)c2ccc(C)cc2)cc(OC)c1
  0.1%, 2.0%, nt, 13.3%, -26.7%, 3.1%, 12.6%, -4.2%
CCOc1ccc(/C(O)=C/C(=O)C(=O)Nc2ccc(S(=O)(=O)NC(C)=O)cc2)cc1
  -31.3%, -8.3%, 2.4%, 9.3%, -6.1%, 5.3%, -1.1%, -2.6%
CC(C)NC(=S)NC1(C)CCS(=O)(=O)C1 (stereo not drawn)
  -20.3%, 0.2%, 3.5%, -5.5%, 5.9%, -2.4%, 6.7%, -3.3%
C=CCOc1cccc(C2C(C(=O)c3cccs3)=C(O)C(=O)N2Cc2cccnc2)c1 (stereo not drawn)
  -4.1%, -12.2%, 1.7%, 2.6%, -8.1%, 8.9%, -11.3%, 7.7%
O=C(N/C(=C\c1ccc(Cl)cc1)C(=O)N1CCOCC1)c1ccc([N+](=O)[O-])cc1
  -1.4%, 11.1%, nt, -13.8%, 0.4%, -33.1%, 1.8%, -0.5%
O=C(N/N=C/C1CCCCC1)c1ccccn1
  0.9%, 4.5%, -4.3%, ?, 4.1%, 7.9%, -0.4%, -3.9%
COc1cc(/C=N/N2C(=O)C3C4C=CC(CC4)C3C2=O)ccc1O (stereo not drawn)
  0.0%, 1.3%, nt, -2.8%, -1.5%, 2.1%, -2.5%, -12.6%
CCOC(=O)c1cn2nc(Oc3ccc(C#N)cc3)ccc2n1
  -4.2%, -6.4%, -1.5%, 5.4%, -3.3%, 1.5%, i, nt
Cc1ccc2c(c1)nnc1nnc(SCC(=O)O)n12
  -4.7%, -1.6%, nt, 8.4%, -1.7%, -1.4%, -7.1%, nt
CO[C@H]1COC(=O)C/C=C\[C@@H](C)[C@H](OC)COC(=O)CCC[C@@H]1C
  0.8%[11.2 µM], -1.2%[17.4 µM], nt, nt, 1.9%[11.2 µM], nt, 1.0%[11.5 µM], nt
CC(=O)N1CCCc2cc(S(=O)(=O)NCc3ccc(C)cc3)ccc21
  -0.2%, -13.4%, -6.5%, 5.2%, -11.0%, 7.6%, -0.3%, -5.1%
Cc1ccc(/C=C(/C#N)c2nc(CCN3C(=O)c4ccccc4C3=O)cs2)cc1
  1.3%, -16.3%, 3.8%, 1.1%, 5.0%, 9.5%, i, 0.1%
COC(=O)c1ccccc1NC(=O)CSc1nnc(C(CO)NC(=O)c2ccccc2)n1C (stereo not drawn)
  0.5%, 6.3%, 0.0%, 3.3%, -2.3%, 13.1%, -0.9%, -7.1%
NNC(=O)CCCCCCCCCCOCCCCO
  -3.6%, -10.3%, 8.4%, ?, -8.0%, -0.1%, 1.4%, nt

Shown with each value named: 2 of the compounds above
O=C(N/C(=C\c1ccc(Cl)cc1)C(=O)N1CCOCC1)c1ccc([N+](=O)[O-])cc1
  TR SRC2 fluor cs: -1.4%
  aGlu spleen mod: 11.1%
  L3MBTL1 block: nt
  GAA glycogen: -13.8%
  TRb SRC2 PPI: 0.4%
  RGS12 GoLoco inh: -33.1%
  RECQ1 inh: 1.8%
  GAA inhib: -0.5%

CCOc1ccc(/C(O)=C/C(=O)C(=O)Nc2ccc(S(=O)(=O)NC(C)=O)cc2)cc1
  TR SRC2 fluor cs: -31.3%
  aGlu spleen mod: -8.3%
  L3MBTL1 block: 2.4%
  GAA glycogen: 9.3%
  TRb SRC2 PPI: -6.1%
  RGS12 GoLoco inh: 5.3%
  RECQ1 inh: -1.1%
  GAA inhib: -2.6%

The list continues:
Order of values – TR SRC2 fluor cs, aGlu spleen mod, L3MBTL1 block, GAA glycogen, TRb SRC2 PPI, RGS12 GoLoco inh, RECQ1 inh, GAA inhib
COc1cccc(C(=O)Nc2cc(C)ccc2NC(=O)COc2ccccc2)c1
  -2.1%, 2.8%, 2.4%, 0.0%, 8.1%, nt, -6.7%, -1.9%
Cc1ccc(C(C)C)c(OCc2nn(CC(=O)c3ccc(Cl)cc3)c3[n+]2CCCCC3)c1
  1.3%, nt, 2.6%, -5.3%, -0.3%, 35.7%[activator], i, -9.4%
O=C(NCCCN1CCOCC1)c1sc2cc(F)ccc2c1Cl
  -0.6%, -4.7%, 8.7%, 1.1%, 2.1%, -0.6%, i, 7.4%
CN(Cc1ccc(F)cc1)C(=O)COc1ccccc1-c1ccccc1
  -3.6%, -15.3%, 17.0%, -8.3%, -2.4%, nt, -5.3%, -7.0%
COC(=O)c1c(NC(NC(=O)C(C)C)C(Cl)(Cl)Cl)sc2c1CCCC2 (stereo not drawn)
  -2.4%, -4.0%, -4.5%, 3.4%, -3.4%, -4.6%, i, 4.6%
C[C@@H]1C(=O)O[C@@H]1[C@@H](C)CO[Si](c1ccccc1)(c1ccccc1)C(C)(C)C
  -2.3%, -5.6%, nt, nt, -7.8%, nt, i, nt
N/C(=N\NC(=O)Nc1ccc(Cl)cc1)c1ccccn1
  0.7%, 1.2%, ?, -21.0%, 1.3%, -8.3%, -7.7%, -3.8%
Cn1c(=O)c2c(nc(NCc3cccnc3)n2Cc2ccc(Cl)cc2)n(C)c1=O
  2.8%, 5.9%, nt, 1.6%, 2.9%, 12.5%, i, 2.2%
COCCCNC(=O)CCc1nc(-c2ccccc2Cl)no1
  -1.9%, -0.9%, 3.8%, 3.4%, -12.1%, 4.3%, i, 4.9%
O=C(Nc1ccccc1)O/N=C/c1ccccc1Cl
  2.0%, 3.2%, nt, 10.5%, 3.9%, -3.0%, -1.9%, -4.3%
Cc1cc([N+](=O)[O-])ccc1N
  -3.4%, -8.6%, 8.1%, nt, 9.5%, 6.4%, -15.2%, nt
COc1cc(C=O)ccc1OCCSc1ccc(Cl)cc1
  0.3%, -8.1%, 36.2%[activator], -11.4%, 4.3%, 12.9%, -5.3%, 2.7%
CCOC(=O)c1cc(NC(=O)Nc2ccccn2)c(C)nc1C
  -0.5%, 1.0%, nt, -17.9%, -3.0%, -2.0%, i, ?
COC(=O)c1cc(-c2ccc(C)o2)nc2ccccc12
  -0.8%, 12.2%, -16.3%, -15.9%, -0.8%, -15.8%, -6.7%, 7.9%
Cc1ccc(-c2cc(C)nc3ncnn23)cc1
  -3.1%, -17.2%, 0.8%, 5.3%, -1.0%, -0.7%, -10.9%, 0.6%[15.4 µM]
Cc1ccc(NC(=O)c2ccccc2[N+](=O)[O-])nc1
  -2.8%, -0.9%, 0.9%, -1.1%, -4.1%, -7.7%, 4.8%, 1.3%
CN(Cc1ccccc1)c1oc(-c2ccco2)nc1C#N
  0.8%, 4.2%, nt, 0.9%, 0.7%, 1.4%, i, -3.7%
CC1(C)N(O)CC(c2cccs2)=[N+]1[O-]
  1.3%, -5.7%, nt, -17.6%, -4.6%, -13.5%, i, 0.0%
Cc1cccc(OCC(=O)Nc2ccc(C(=O)NCC(C)C)cc2)c1
  -4.6%, 5.2%, -1.5%, 5.0%, -5.1%, 15.6%, 10.6%, 8.3%
O=C(NC1CCN(CC(=O)N(c2ccccc2)c2ccccc2)CC1)c1ccc([N+](=O)[O-])cc1
  1.6%, 1.7%, -1.3%, -6.0%, 3.0%, 2.6%, i, -9.3%
OCC1(CC2CCCCO2)CCN(C/C=C/c2ccccc2)CC1 (stereo not drawn)
  3.0%[53 µM], 0.6%, -3.6%, -9.6%, 11.3%[53 µM], -8.1%, -8.3%, ?
O=C(O)c1ccc(-n2c(-c3cc(-c4ccco4)[nH]n3)n[nH]c2=S)cc1
  -5.7%, -5.4%, ?, 14.6%, -14.3%, 11.7%, -6.9%, 3.7%
CC(C)C(=O)Nc1nc(-c2ccc([N+](=O)[O-])cc2)cs1
  -4.1%, -6.3%, 0.3%, 22.3%, 2.4%, -8.0%, -16.5%, 5.5%
CC(C)c1ccccc1NC(=S)NN(Cc1ccccc1)c1ccccc1
  -0.5%, -11.0%, -18.1%, ?, 3.3%, 10.0%, -14.3%, ?
COc1ccccc1-n1c(C)nc(=O)c(-c2ccccc2)c1C
  -0.4%, 3.4%, nt, -0.8%, 8.2%, 5.4%, -1.2%, -12.9%
C=CCn1c(-c2sc3nc(C)cc(C)c3c2N)n[nH]c1=S
  -4.4%, -1.3%, -7.2%, -20.4%, -6.6%, 3.1%, -3.1%, nt
Cc1cccc(N2CN(Cc3cccnc3)CNC2=S)c1C
  3.0%, 7.9%, 5.6%, -0.8%, -1.4%, 5.3%, -4.0%, -4.5%
C/C=C/Cn1c(SCCCc2ccccc2)nc2c1c(=O)[nH]c(=O)n2C
  -1.9%, 3.5%, 5.5%, -7.0%, 1.1%, -2.1%, 9.9%, -5.5%
O=C(CCSc1ccccc1)NCc1cccnc1
  1.0%, 4.8%, 8.8%, -4.2%, 0.9%, -1.9%, -3.2%, 6.5%
CCOc1c(Br)cc(/C=C2/SC(=O)N(CC(=O)N3CCCC3)C2=O)cc1OC
  0.5%, -11.4%, 7.9%, 2.6%, 0.9%, 0.3%, -9.8%, 0.2%
CCN(CC)CCCNC(=O)C1CCN(c2ncnc3c2sc2cccc(F)c23)CC1
  -0.9%, 2.5%, nt, 5.7%, 8.4%, 61.3%[activator], 17.8%, nt
O=C(COc1ccccc1Br)Nc1ccccc1C(F)(F)F
  -2.3%, -1.0%, 76.5%[activator], -0.4%, 6.3%, 2.5%, 18.6%, ?
